Screening results (PubChem)
All columns: NCI-60 one-dose screen, growth in % after 48 h at 10 µM unless noted; 100 = growth as untreated, 0 = no growth, -100 = all killed.
EKVX: EKVX NSCLC; actives 3% (n = 71,000)
CCRF-CEM: CCRF-CEM leukemia; AID 1794778; actives 7% (n = 77,000)
RPMI-8226: RPMI-8226 leukemia cells | actives 7.5% (n = 77,000)
M14: M14 melanoma | actives 6.2% (n = 80,000)
HOP-92: HOP-92 NSCLC cells | actives 6.3% (n = 71,000)
HOP-62: HOP-62 NSCLC; actives 3.9% (n = 80,000); AID 1794735
A549/ATCC: A549/ATCC NSCLC; AID 1794740; actives 3.7% (n = 81,000)
MOLT-4: MOLT-4 leukemia cells | actives 6.9% (n = 80,000)
* = called active by the depositor; x = no result given; ! = repeats disagree. Rule for the calls: active = growth percent below 10; inactive = the rest.

Results follow in this order: EKVX, CCRF-CEM, RPMI-8226, M14, HOP-92, HOP-62, A549/ATCC, MOLT-4
> O=c1[nH]c2nc(Cl)nc(Cl)c2[nH]1
    92.3, 101.9, 116.8, 106.4, x, 107.4, 102.8, 94.2
> O=C1CCCN1c1nc(-c2ccc(-c3ccccc3)cc2)c(Br)s1
    x, 94.6, 98.0, 102.8, 54.7, 96.8, 89.9, 89.4
> CS(=O)(=O)c1ccc(C(=O)N/N=C/c2c[nH]c3ccccc23)cc1
    95.4, 97.8, 96.9, 99.3, 88.9, 93.6, 97.8, 97.4
> c1ccc(-c2cc(-c3ccccc3)c(-c3ccccc3)o2)cc1
    104.9, 84.2, 76.0, 106.0, x, 114.4, 102.8, 84.1
> N#Cc1c(-c2ccco2)nc2c(c(-c3ccccc3)nn2-c2ccccc2)c1-c1ccc(O)cc1
    56.4, 41.5, 55.3, 65.6, 76.1, -50.0*, 46.9, 9.8*
> CCOC(=O)CCN(CC(C)C)C(=S)Nc1ccccc1
    100.2, 118.1, 115.4, 99.0, 110.2, 119.7, 100.8, 100.1
> COC(=O)c1cc(=O)nc(N/N=C/c2ccc(C)cc2)s1
    x, 93.0, 89.9, 99.1, 66.4, 98.6, 101.5, 92.6
> COC(=O)c1ccc2oc(NC(=O)c3ccc(N4CCN(C(c5ccccc5)c5ccccc5)CC4)c([N+](=O)[O-])c3)nc2c1
    94.0, 84.9, 74.4, 88.7, 74.5, 84.6, 88.9, x
> O=NN(CC(=O)N/N=C/C=C\c1ccccc1)CC(=O)N/N=C/C=C/c1ccccc1
    x, 94.9, 95.2, 97.5, 60.6, 69.6, 97.3, 96.9
> Cc1ccccc1OC(=O)c1ccc([N+](=O)[O-])cc1
    101.0, 84.6, 100.8, 115.3, 67.0, 108.1, 104.7, 90.9
> CS(=O)(=O)c1cccc(-c2c(-c3cccc(O)c3)nc3sccn23)c1
    84.7, 113.7, 105.9, 98.3, 87.8, 99.6, 107.4, 102.9
> CN(C)c1ccc(N=Nc2cccc3ccccc23)cc1
    71.7, 81.6, 72.5, 80.5, 74.0, 85.7, 89.8, 84.3
> O=C(/C=C/c1ccc(C(F)(F)F)cc1)c1ccc(Nc2nc(NCCO)nc(Nc3ccc(Cl)cc3)n2)cc1
    59.1, 18.2, 6.7*, 54.7, 70.5, 53.2, 26.6, 20.7
> Cc1nn(-c2ccc(F)cc2)c2ncnc(Nc3ccc(F)c(Cl)c3)c12
    85.5, 99.3, 90.2, 99.0, 77.2, 61.3, 59.5, 95.7
> Cc1nc2cc(-c3nn(C(C)C)c4ncnc(N)c34)ccc2o1
    -10.3*, 6.0*, -9.6*, -7.4*, -40.4*, -36.3*, -29.2*, -8.7*
> CC(=O)OC[C@H]1OC(Sc2sc(C(=O)c3ccc(C)cc3)c(N)c2-c2nc3ccccc3s2)[C@@H](OC(C)=O)[C@@H]1OC(C)=O (some centres not stated)
    75.5, 106.0, 95.2, 99.9, 97.9, 94.5, 96.4, 96.7
> O=C(Nc1ccc(Cl)c(Cl)c1)Nc1ccc(Cl)c(Cl)c1
    23.1, -14.0*!, -36.5*!, -85.7*!, -5.7*, -83.4*!, -63.0*!, -28.5*!
> Nc1nc2c(ncn2COCCO)c(=O)[nH]1
    102.0, 118.5, 113.0, 108.6, x, 112.7, 96.9, 93.1
> Cc1cc(O)c([N+](=O)[O-])c(C)c1[N+](=O)[O-]
    99.1, 105.2, 101.1, 111.3, 99.4, 97.0, 90.3, 102.6
> CC(=O)Nc1ccc(S(=O)(=O)NC(CCC(=O)Nc2ccc(Cl)cc2)C(=O)O)cc1 (configuration not stated)
    x, 88.0, 99.1, 99.2, 112.5, 92.2, 93.8, 109.7

An excerpt of these results, as a markdown table.
| structure | EKVX | CCRF-CEM | RPMI-8226 | M14 | HOP-92 | HOP-62 | A549/ATCC | MOLT-4 |
| --- | --- | --- | --- | --- | --- | --- | --- | --- |
| CC(=O)Nc1ccc(S(=O)(=O)NC(CCC(=O)Nc2ccc(Cl)cc2)C(=O)O)cc1 (configuration not stated) | x | 88.0 | 99.1 | 99.2 | 112.5 | 92.2 | 93.8 | 109.7 |
| CC(=O)OC[C@H]1OC(Sc2sc(C(=O)c3ccc(C)cc3)c(N)c2-c2nc3ccccc3s2)[C@@H](OC(C)=O)[C@@H]1OC(C)=O (some centres not stated) | 75.5 | 106.0 | 95.2 | 99.9 | 97.9 | 94.5 | 96.4 | 96.7 |
| N#Cc1c(-c2ccco2)nc2c(c(-c3ccccc3)nn2-c2ccccc2)c1-c1ccc(O)cc1 | 56.4 | 41.5 | 55.3 | 65.6 | 76.1 | -50.0* | 46.9 | 9.8* |
| O=C(/C=C/c1ccc(C(F)(F)F)cc1)c1ccc(Nc2nc(NCCO)nc(Nc3ccc(Cl)cc3)n2)cc1 | 59.1 | 18.2 | 6.7* | 54.7 | 70.5 | 53.2 | 26.6 | 20.7 |
| CCOC(=O)CCN(CC(C)C)C(=S)Nc1ccccc1 | 100.2 | 118.1 | 115.4 | 99.0 | 110.2 | 119.7 | 100.8 | 100.1 |

Record cards (already shown). Screens in order: EKVX	CCRF-CEM	RPMI-8226	M14	HOP-92	HOP-62	A549/ATCC	MOLT-4
Cc1ccccc1OC(=O)c1ccc([N+](=O)[O-])cc1 is listed with 101.0	84.6	100.8	115.3	67.0	108.1	104.7	90.9
Cc1nn(-c2ccc(F)cc2)c2ncnc(Nc3ccc(F)c(Cl)c3)c12 is listed with 85.5	99.3	90.2	99.0	77.2	61.3	59.5	95.7

More compounds follow.
Results follow in this order: EKVX, CCRF-CEM, RPMI-8226, M14, HOP-92, HOP-62, A549/ATCC, MOLT-4
> CCCCCCCCc1ccc(C(=O)Nc2ccc(C)c(OP(=O)(O)O)c2)cc1
    101.2, 42.9, 50.6, 106.4, 42.0, 104.3, 105.4, 78.3
> Cc1cc(C)c(SSc2nnnn2-c2ccccc2)c(C)c1
    x, 90.7, 95.5, 107.8, 93.3, 107.0, 99.9, 99.4
> O=[N+]([O-])c1ccc(/C=C/C=C/c2ccccc2)cc1
    100.7, 90.4, 97.1, 98.5, 98.7, 107.4, 83.7, 89.8
> C=C1CC[C@@H]2[C@](C)(COC(C)=O)[C@H](OC(C)=O)CC[C@@]2(C)[C@@H]1CC(NC1CCCC1)C1=CCOC1=O (some centres not stated)
    52.4, 63.5, 37.5, 79.1, 25.2, 94.4, 73.5, 42.4
> COC(=O)c1[nH]c(=O)c(C#N)c(C(=O)OC)c1-c1ccc(F)cc1
    88.5, 115.9, 112.8, 105.3, 102.1, 91.2, 77.5, 95.5
> N#CC(C#N)=C1CCCc2sccc21
    99.7, 83.6, 93.3, 105.0, 90.1, 110.3, 94.7, 85.5
> CNCc1ccccc1[N+](=O)[O-]
    95.2, 108.2, 100.9, 101.7, 74.8, 89.3, 99.9, 108.0
> COC(=O)c1c(C(=O)OC)c2c(-c3ccccc3)cc3cccc1n32
    x, 83.3, 79.4, 92.7, 105.7, 113.8, 94.3, 75.3
> COc1c(C)cccc1C(C)=O
    103.5, 107.0, 108.7, 101.1, 106.9, 89.9, 96.0, 89.1
> O=C(Nc1ccc(-n2ccc3c(NC(=O)c4ccccc4)ncnc32)cc1)c1ccc(Cl)c(Cl)c1
    109.1, 56.6, 64.7, 99.1, 112.2, 91.8, 72.7, 54.4
> COCCOC(=O)c1ccc(C(C)C)cc1
    100.0, 90.6, 107.7, 93.2, 81.8, 80.3, 79.5, 88.2
> O=C1/C(=C/c2cn(-c3ccccc3)nc2-c2ccccc2)SC(=S)N1c1ccc(Cl)cc1
    81.9, 54.0, 78.8, 65.8, 43.3, 52.7, 68.8, 74.7
> O=C(CCn1c[n+](CC(=O)c2ccc(Cl)cc2)c2ccccc21)Nc1cccc2cccnc12
    102.9, 111.3, 102.7, 112.4, x, 107.5, 104.5, 105.6
> O=C1Nc2c(ccc(Cl)c2Cl)/C1=C/c1ccc(F)cc1
    60.2, 93.5, 96.5, 93.9, 42.1, 89.3, 41.1, 76.0
> CC(C)C(C(=O)O)n1c(O)c(C=C2N=c3ccccc3=N2)sc1=S (configuration not stated)
    98.4, 113.1, 107.2, 90.4, 94.0, 96.6, 106.2, 106.0
> COc1cc(-c2nn(-c3ccc(NC(=O)NCCCNC(=O)c4ccccc4)cc3)cc2-c2ccncc2)ccc1Cl
    51.4, 14.5, -3.5*, 12.2, -0.4*, 41.5, 26.0, 23.5
> N#C/C(=C\c1c[nH]c2ccccc12)C(=O)Nc1sc2c(c1C#N)CCC2
    89.8, 108.3, 98.2, 105.1, 89.1, 100.5, 100.2, 101.4
> COC(=O)c1c2c(c(C)[n+]([O-])c1C)C(=O)C=C(NCc1ccc(Cl)cc1)C2=O
    -50.0*, -6.9*, -16.2*, -85.5*, -27.9*, 2.2*, -16.5*, -32.2*
> CCOC(=O)C1=C(C)NC(=O)NC1c1cccnc1 (configuration not stated)
    96.6, 109.9, 119.9, 100.6, 102.4, 104.5, 97.2, 104.2
> CCOC(=O)C1=NN(c2ccccc2)C(=O)/C1=C\n1c(=S)sc2ccccc21
    98.2, 95.4, 98.3, 89.8, 92.3, 79.0, 91.0, 100.7

The listing continues:
Results follow in this order: EKVX, CCRF-CEM, RPMI-8226, M14, HOP-92, HOP-62, A549/ATCC, MOLT-4
> C=CC[N+](C)(C)Cc1nc(C#N)c(N(C)C)o1
    99.7, 102.1, 94.2, 107.0, 92.6, 90.0, 93.6, 106.9
> Cc1ccc(-c2cc3nc(C(Cl)Cl)nc(-c4ccccc4F)n3n2)cc1
    89.8, x, 66.1, 97.9, 87.8, 70.4, 34.5, 84.2
> N#C/C(=C\c1c(-c2ccccc2)[nH]c2ccccc12)S(=O)(=O)c1ccccc1
    61.7, x, -43.1*, 42.8, 53.0, 39.2, 45.5, 33.7
> O=c1[nH]c(NCc2ccccc2)nc2c3c(sc12)CCCC3
    90.6, 85.9, 82.9, 102.3, 93.2, 86.3, 74.3, 75.1
> COc1ccc(/C(=C\c2cc(OC)c(OC)c(OC)c2)C(=O)Nc2nc3ccc(Cl)cc3s2)cc1
    80.5, 85.0, 80.8, 105.0, 86.8, 94.9, 81.0, 64.4
> CCOC(=O)c1nnnn1CC(=O)c1cc(OC)c(OC)c(OC)c1
    101.0, 105.9, 122.0, 100.8, 115.1, 90.0, 92.6, 98.2
> COC(=O)c1[nH]c(=O)c(C#N)c(C(=O)OC)c1C(=O)c1ccccc1
    91.4, 105.3, 106.9, 107.1, 101.3, 94.2, 93.7, 104.3
> CCCCC1(C(OC)OC)NC(=O)NC1=O (configuration not stated)
    104.6, 104.8, 103.2, 107.4, 102.7, 87.4, 64.7, 95.7
> O=C(CNC1CCCCC1)Nc1cc(O)ccc1O
    113.1, 112.8, 110.3, 105.3, 99.9, 105.3, 100.5, 111.5
> Cn1c(S)c(N=Nc2ccc(S(=O)(=O)Nc3nccs3)cc2)sc1=O
    80.1, 19.7, 77.9, 93.2, 63.0, 98.1, 96.1, 105.8
> COc1ccc(-c2n[nH]nc2-c2ccccc2C#N)cc1
    82.7, 84.1, 78.3, x, 85.3, 88.7, 31.6, 74.8
> COc1cc(Cc2cc(OC)c(O)c(OC)c2)cc(OC)c1O
    110.1, 59.9, 92.7, 75.3, 89.6, 88.9, 84.1, 74.9
> COc1cc(C(=O)CCN2CCCCC2)ccc1O
    106.0, 99.3, 99.2, 101.1, 92.2, 97.1, 104.2, 107.8
> Cc1nc(C#N)c(NCc2ccccc2O)o1
    97.9, 87.7, 101.5, 102.3, 98.0, 104.3, 99.8, 88.6
> O=C(NCc1cn(Cc2cccc(Oc3ccccc3)c2)nn1)c1cccnc1Nc1ccc(Br)cc1
    85.3, x, 81.1, 88.0, 84.8, 102.6, 90.6, 82.3
> CCOc1ccc(-c2nc3ccc(-c4nc5ccc(N6CCN(CCNC(C)=O)CC6)cc5[nH]4)cc3[nH]2)cc1
    108.0, 85.5, 80.7, 67.8, 85.8, 110.7, 109.3, 94.9
> COc1cc(/C=C2\CN(C)C/C(=C\c3cc(CN4CCCCC4)c(O)c(OC)c3)C2=O)cc(CN2CCCCC2)c1O
    46.0, 19.9, 25.9, 70.3, 51.0, 65.0, 45.7, 16.5
> COc1ccc(-c2cc(=O)n(-c3nc4ccccc4[nH]3)[nH]2)cc1OC
    x, -4.1*, 81.4, 54.5, 17.4, 71.6, 59.0, -32.0*
> O=c1c2ccccc2nc(SCc2nnc(Nc3ccccc3)s2)n1CCc1ccccn1
    x, 99.0, 100.7, 122.3, 89.8, 85.4, 101.2, 93.2
> CCn1c(=O)c(C(c2ccc(C)cc2)c2c(O)c3ccccc3n(CC)c2=O)c(O)c2ccccc21
    94.4, 92.3, 90.4, 102.0, 76.7, 94.6, 95.4, 93.3

(more compounds)
Results follow in this order: EKVX, CCRF-CEM, RPMI-8226, M14, HOP-92, HOP-62, A549/ATCC, MOLT-4
> O=C(SSC(=O)c1ccccc1)c1ccccc1
    x, 97.1, 96.9, 102.4, x, 99.9, 97.0, 101.8
> COc1ccc(-n2c(SCC(=O)NNC(=S)NC(=O)c3ccccc3)nc3ccc(Cl)cc3c2=O)cc1
    80.0, 61.1, 100.8, 82.2, 87.5, 81.7, 97.6, 82.1
> O=CN1N=C(c2ccc(Cl)cc2)CC1c1cn(-c2ccccc2)nc1-c1ccc(Cl)cc1 (configuration not stated)
    x, 86.8, 93.2, 97.9, 86.2, 111.8, 84.4, 94.7
> O=C(/C=C/c1cccs1)c1ccc(OCc2nnc(-c3ccc(Cl)cc3)o2)cc1
    x, 88.6, x, 99.7, 83.8, 113.4, 87.3, 85.9
